Compound activity deposited in PubChem by Johns Hopkins Ion Channel Center.
Kir21 block – inhibitors of mouse Kir2.1 inward-rectifier potassium channel. actives 0.85% (n = 310,000). AID 1672. HEK293-Kir2.1, FluxOR thallium flux fluorescence; stronger effect = lower value. B-score at 10 µM. P35561;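 active = fluorescence ratio B-score at or below minus 3 SD of library scores, with starting-brightness B-score within 2 SD, cut at about -4.2 in these data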;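 also: channel flux triggered by added potassium and thallium sulfate stimulus; B-score of peak minus minimum fluorescence over baseline after thallium stimulus; more negative B-score means stronger Kir2.1 block with less thallium influx; some compounds called inactive have numbers as strong as hits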
KCNQ2 block – KCNQ2 channel blockers in CHO-K1 cells – cell-based, FluxOR thallium flux, B-score, primary screen (AID 2156) | O88943 | B-score at 10 µM | actives 1.1% (n = 310,000) | 20 min; stronger effect = lower value;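 active = fluorescence ratio B-score at most minus 3 library SDs, with starting brightness B-score within 2 library SDs, cut at about -5.5 in these data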
Target sequence (O88943 whole entry, looked up): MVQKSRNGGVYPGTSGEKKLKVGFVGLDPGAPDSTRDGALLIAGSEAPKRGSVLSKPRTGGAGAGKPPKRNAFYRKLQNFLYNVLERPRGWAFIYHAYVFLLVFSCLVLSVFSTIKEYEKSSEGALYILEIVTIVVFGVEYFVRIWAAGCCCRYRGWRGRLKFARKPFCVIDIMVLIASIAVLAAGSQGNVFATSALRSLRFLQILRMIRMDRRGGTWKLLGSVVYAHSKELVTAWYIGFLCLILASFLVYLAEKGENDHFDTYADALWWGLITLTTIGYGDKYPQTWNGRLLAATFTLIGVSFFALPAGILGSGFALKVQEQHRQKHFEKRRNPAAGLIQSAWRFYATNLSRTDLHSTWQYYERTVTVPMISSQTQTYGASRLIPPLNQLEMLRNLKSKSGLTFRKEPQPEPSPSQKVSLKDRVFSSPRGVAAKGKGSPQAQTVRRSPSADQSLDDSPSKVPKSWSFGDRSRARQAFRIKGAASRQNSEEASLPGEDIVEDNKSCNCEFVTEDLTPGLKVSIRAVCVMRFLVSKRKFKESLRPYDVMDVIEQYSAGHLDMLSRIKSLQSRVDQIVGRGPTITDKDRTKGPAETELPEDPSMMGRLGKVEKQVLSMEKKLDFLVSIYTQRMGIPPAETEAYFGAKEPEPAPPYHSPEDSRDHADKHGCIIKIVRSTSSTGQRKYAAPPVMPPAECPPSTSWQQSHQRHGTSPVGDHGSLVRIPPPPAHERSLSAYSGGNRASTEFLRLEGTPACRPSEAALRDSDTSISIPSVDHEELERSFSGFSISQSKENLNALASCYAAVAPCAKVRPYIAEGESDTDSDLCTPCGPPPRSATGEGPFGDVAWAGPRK
Numbers without * were called inactive; i = inactive.

SMILES	Kir21 block	KCNQ2 block
O=C(CNc1cccc2ccccc12)N/N=C/c1ccc([N+](=O)[O-])o1	-0.2	i
O=C(NCc1nnnn1-c1ccc(F)c(F)c1)c1ccc2c(c1)OCO2	-0.73	i
O=C(NCc1ccco1)/C(=C/c1ccco1)NC(=O)c1ccc(Br)o1	-0.2	i
Cc1ccc(NC(=O)OCCNC(=O)OC(C)C)cc1	0.77	i
CCCn1c(SCC(=O)Nc2cccc(S(=O)(=O)N3CCCC3)c2)n[nH]c1=O	0.08	i
Cc1ccc(SC(C)C(=O)NCc2ccc(F)cc2)cc1 (stereo unspecified)	-0.79	i
Nc1ccc2oc3ccccc3c2c1	-0.45	i
CCOC(=O)c1c(CN(CC)CC)n(C)c2cc(Br)c(O)cc12	-0.51	i
Cc1ccc(C)c(N2CCN(C(=O)C3CCN(c4nc(C)cc(C)n4)CC3)CC2)c1	1.8	i
O=C(CNCCC1=CCCCC1)Nc1ccccc1N1CCCCC1	0.8	i
CCOC(=O)c1[nH]ncc1[C@@H]1C[C@H]2CN(Cc3cccc(Cl)c3)C(=O)[C@]23CCCN13	-3.1	i
CN1CCN(C(=O)CNC(=O)Cc2ccc(Cl)cc2)CC1	-1.1	i
COC(=O)Cc1ccc2c3ccccc3n(C)c2c1	-0.88	i
O=C(NC(N1CCOCC1)C(Cl)(Cl)Cl)c1cc([N+](=O)[O-])cc([N+](=O)[O-])c1 (stereo unspecified)	-2.2	i
COc1ccc(S(=O)(=O)N(C)CC(=O)N2CCOCC2)cc1Cl	-0.29	i
O=C(CN(C(=O)CSc1nc2ccccc2o1)c1ccccc1F)NC1CCCCC1	2.1	i
COc1c(C(C)C)oc2cc3oc(=O)ccc3cc12	-1.1	i
Cc1ccc(-c2cc(C(=O)Nc3cnn(C(C)C)c3)no2)cc1	-0.83	i
Cc1cc(S(=O)(=O)N(Cc2ccc(C(C)(C)C)cc2)Cc2cccs2)ccc1-n1cnnn1	-0.61	i
O=C(NC1CC1)c1ccc(C2SCC(=O)N2Cc2ccccc2)cc1 (stereo unspecified)	-0.59	i
CCCc1nnc(NC(=O)C2CC(=O)N(CCc3ccc(F)cc3)C2)s1 (stereo unspecified)	-0.05	i
CCCc1nc(NC2CCCCC2)c(C#N)c2c1COC(C)(C)C2	0.06	i
N#Cc1nc(-c2cccs2)oc1N1CCN(c2ccccc2)CC1	-0.85	i
Cc1ccc(S(=O)(=O)N2CCOCC2)cc1C(=O)NC(=S)N(Cc1ccccc1)C(C)C	-0.33	i
O=S1(=O)CC2N=C(N(Cc3ccc(F)cc3Cl)c3ccccc3F)SC2C1 (stereo unspecified)	0.98	i
Cn1c(SCC(N)=O)nnc1-c1ccc(S(=O)(=O)N2CCCC2)cc1	1.6	i
[N-]=[N+]=N[C@@H](CCN1CC[C@H](O)CCC1=O)c1ccccc1	0.44	i
S=c1[nH]nc(/C=C/c2ccccc2)o1	-0.03	i
CN(CC(=O)Nc1cccc(F)c1)C(=O)Cc1n[nH]c(=O)c2ccccc12	0.01	i
Cc1cc(Cl)ccc1NC(=S)N(CCCN1CCOCC1)Cc1cccs1	-2.5	i
O=c1c2ccccc2nc(-c2ccc(Cl)cc2Cl)n1CCCn1ccnc1	-0.69	i
OC[C@@H](O)[C@@H](O[C@H]1O[C@H](CO)[C@@H](O)[C@H](O)[C@H]1O)[C@H](O)[C@@H](O)CO	2.6	i
COc1ccc(OC2C(=O)N(Cc3ccc4c(c3)OCO4)C2c2cccs2)cc1 (stereo unspecified)	1.1	i
COc1ccc(NC(=O)N2CCOCC2)cc1OC	0.12	i
COC(=O)c1ccc(/C=C2/C(=O)Oc3ccccc32)cc1	-0.42	i
CC1CCCCC1NC(=O)c1ccc(S(=O)(=O)NCC2CCCO2)cc1 (stereo unspecified)	0.34	i
CC1CC(C)(C)N2C(=O)C(=C(C#N)C#N)c3cccc1c32 (stereo unspecified)	1.7	i
CN1CCc2c(OCc3ccc(F)cc3)cccc2C1=O	-0.86	i
Cc1cccc(CSc2nnc(-c3ccco3)o2)c1	0.64	i
CCCc1cc(Nc2ccccc2OCC)n2ncnc2n1	0.11	i
CN(C)S(=O)(=O)c1cccc(NC(=O)CCc2c[nH]c3ccccc23)c1	-0.87	i
COCCNC(=O)CN(C(=O)CCC(=O)Nc1ccccn1)c1cc(C)ccc1C	-1.4	i
CCc1nnc(SCC(=O)NCCC2=CCCCC2)nc1CC	-1.1	i
Cc1ccc(CC(=O)Nc2ccc(OC(F)F)c(Cl)c2)cc1C	0.06	i
Cc1ccc(C)c(NC(=O)CN(C)C(=O)c2ccc(-c3ccc(Cl)cc3)o2)c1	-0.56	i
CCOc1ccc(NC(c2ccccc2)P(=O)(OC)OC)cc1 (stereo unspecified)	-0.05	i
Cc1nc(/N=C\N(C)C)sc1C(=O)Nc1ccccc1	0.12	i
N#CCC(=O)Nn1c(=S)[nH]c2ccccc2c1=O	-1.3	i
C/C(CC(=O)Nc1ccccc1)=N\NC(=O)COc1ccc(C)cc1Br	2.4	i
NC(=O)C1CCN(c2cc(N3CCOCC3)ccc2[N+](=O)[O-])CC1	0.24	i
Cn1c(NC(=O)COc2ccccc2)cc(=O)n(C)c1=O	-0.42	i
O=c1c2ccccc2sn1-c1ccccc1	-1.4	i
NS(=O)(=O)c1ccc(NC(=O)Cc2c(F)cccc2Cl)cc1	0.55	i
Cc1ccc(C(C)NC(=O)c2ccc3c(c2)OCCO3)cc1C (stereo unspecified)	1.5	i
Cn1c(=O)c(C(=O)NCc2ccc(F)cc2)c(O)c2ccccc21	-0.16	i
CCOc1ccccc1C(=O)Nc1cc(Cl)ccc1O	2	i
CCOC(=O)CON1C(=O)c2ccccc2C1=O	-0.05	i
CCOC(=O)C(NC(C)=O)(Nc1ccc(S(N)(=O)=O)cc1)C(F)(F)F (stereo unspecified)	-1.3	i
Cc1ccc(-c2c(C(=O)N/N=C/c3ccc(C)o3)nnn2-c2nonc2N)cc1	0	i
O=C1CCN(Cc2ccccc2)CCN1[C@H](CO)Cc1ccccc1	2.9	i

Structures shown so far with two or more sulfur atoms, in the order listed:
SMILES	Kir21 block	KCNQ2 block
CCCn1c(SCC(=O)Nc2cccc(S(=O)(=O)N3CCCC3)c2)n[nH]c1=O	0.08	i
Cc1cc(S(=O)(=O)N(Cc2ccc(C(C)(C)C)cc2)Cc2cccs2)ccc1-n1cnnn1	-0.61	i
Cc1ccc(S(=O)(=O)N2CCOCC2)cc1C(=O)NC(=S)N(Cc1ccccc1)C(C)C	-0.33	i
O=S1(=O)CC2N=C(N(Cc3ccc(F)cc3Cl)c3ccccc3F)SC2C1 (stereo unspecified)	0.98	i
Cn1c(SCC(N)=O)nnc1-c1ccc(S(=O)(=O)N2CCCC2)cc1	1.6	i
Cc1cc(Cl)ccc1NC(=S)N(CCCN1CCOCC1)Cc1cccs1	-2.5	i

The list continues.
SMILES	Kir21 block	KCNQ2 block
Nc1nc2ccccc2n1CCOc1ccc(F)cc1	-1.8	i
CC(/C=N/NC(=O)CCn1nnc2ccccc21)=C\c1ccccc1	-0.83	i
COc1c(Cl)ccc(Cl)c1C(=O)NCc1ccco1	0.04	i
COc1ccc(OC)c(NC(=O)COC(=O)COc2c(Cl)cc(Cl)c3ccc(C)nc23)c1	0.42	i
CCc1c(C)c(C#N)c2nc3ccccc3n2c1NCc1ccccn1	-0.86	i
COc1ccc(CSc2nnc(-c3ccncc3)n2N)cc1	0.58	i
CC(=O)c1cccc(S(=O)(=O)NCC2CCCCC2)c1	-4.2	i
Clc1cccc(-c2ccc(C=Nc3ccc(N4CCOCC4)cc3)o2)c1	1.7	i
Cc1ccc(S(=O)(=O)NCC(=O)N2CCOCCOCCOCC2)cc1	0.34	i
Cc1ccc(NC(=O)C2(S(=O)(=O)c3ccc(Cl)cc3)CC2)cc1	-0.93	i
O=C(OC1CCCCC1=O)c1cccc(S(=O)(=O)N2CCCCC2)c1 (stereo unspecified)	0.79	i
c1ccc(CNc2c3c(nc4ncnn24)CCCC3)nc1	-0.03	i
COc1ccc(N2CCN(C(=O)C3CCCN(S(=O)(=O)c4c(C)noc4C)C3)CC2)cc1 (stereo unspecified)	-0.5	i
CC(C)C[C@H](NC(=O)N1CC(=O)Nc2ccccc21)C(=O)N1CCC[C@H]1C(=O)O	0.84	i
Cc1cc(C(=O)NCc2ccc(C(=O)O)o2)c(C)o1	0.66	i

Retrieved by compound from above (five):
SMILES	Kir21 block	KCNQ2 block
CC1CCCCC1NC(=O)c1ccc(S(=O)(=O)NCC2CCCO2)cc1 (stereo unspecified)	0.34	i
CC1CC(C)(C)N2C(=O)C(=C(C#N)C#N)c3cccc1c32 (stereo unspecified)	1.7	i
CCCc1cc(Nc2ccccc2OCC)n2ncnc2n1	0.11	i
O=C(CN(C(=O)CSc1nc2ccccc2o1)c1ccccc1F)NC1CCCCC1	2.1	i
O=C(NC(N1CCOCC1)C(Cl)(Cl)Cl)c1cc([N+](=O)[O-])cc([N+](=O)[O-])c1 (stereo unspecified)	-2.2	i

The list goes on:
SMILES	Kir21 block	KCNQ2 block
COc1ccc(S(=O)(=O)N2CCC(C(=O)Nc3ccc(OC)c(OC)c3)CC2)cc1C	1.1	i
CC(C)C(=O)Nc1nnc(SCC(=O)NCC2CCCO2)s1 (stereo unspecified)	0.14	i
CSc1ccc(C(=O)C2CCCN(C(=O)c3cccnc3SC)C2)cc1 (stereo unspecified)	0.36	i
Cc1ccc(NC(=S)NCCSc2ccc(Cl)cc2)c(C)c1	-3.3	i
Cc1cccc(N2CCN(Cc3ccc(Br)o3)CC2)c1C	0.69	i
c1ccc(C(c2ccccc2)c2nc(-c3cccnc3)no2)cc1	-2.3	i
CCOc1ccc(CCNC(=O)c2ccc(CS(=O)Cc3ccc(Cl)cc3)o2)cc1 (stereo unspecified)	0.35	i
CCOC(=O)N1CCN(C(=O)COC(=O)Cc2ccc(Cl)cc2)CC1	2.1	i
COC(=O)C1=C[C@@H](C(=O)OC)[C@@H]2C3=C(C(=O)[C@@]2(C)NC(=O)c2ccccc2)[C@H](c2ccccc2)n2c(=O)n(-c4ccccc4)c(=O)n2[C@@H]3C1	0.99	i
Cc1c(N(C)C(=O)COc2ccc3ccccc3c2)c(=O)n(-c2ccccc2)n1C	-1.3	i
CCOC(=O)c1c(C)n(CC(O)c2ccccc2)c2ccc(O)cc12 (stereo unspecified)	0.52	i
Cc1ccc(/C=C/C(=O)OC(C)C(=O)Nc2ncc(Cl)cc2Cl)o1 (stereo unspecified)	-0.1	i
CC(=O)NCCC(=O)Nc1nc(-c2ccc3ccccc3c2)cs1	0.12	i
O=[N+]([O-])c1ccc2nc(-c3ccccc3)oc2c1	0.69	i
CC1CC(C)CN(C(=O)c2ccc(S(=O)(=O)N3CCCC3)cc2)C1 (stereo unspecified)	1.6	i
CCOC(=O)c1ccccc1NC(=O)CSc1ccc(-c2ccccn2)nn1	-1.4	i
CCS(=O)(=O)C(C)(CCl)C(=O)Nc1ccc(C(=O)OC)cc1 (stereo unspecified)	-1	i
O=C1c2cccnc2C(=O)N1Cc1ccc(Cl)cc1	0.11	i
O=C(NCCOC(=O)c1ccc(C(=O)OCCNC(=O)c2ccccc2)o1)c1ccccc1	-1.6	i
CCCN1CCN(C(=O)c2oc3ccccc3c2NC(=O)COc2ccc(OC)cc2)CC1	0.01	i
O=C(O)c1cc2ccccc2c(=O)s1	1.4	i
O=S(=O)(Nc1ccccn1)c1cc(Cl)ccc1Cl	0.73	i
Cc1ccc(CCN2CC(C(=O)NC3CCCCC3)CC2=O)cc1 (stereo unspecified)	1.7	i
CC(C)(C)c1nn(-c2ccccc2)c2[nH]c(=O)c(C=O)cc12	-0.01	i
C(=C\c1ccccc1)/CN1CCN(Cc2ccc3c(c2)OCO3)CC1	-0.62	i
CC(Oc1ccc(Cl)cc1Cl)C(=O)NNC(=O)c1cccnc1 (stereo unspecified)	-0.12	i
C1CCC(NC2=NCCC2)CC1	-0.97	i
CC1(C)CC(=O)C(C2(O)C(=O)N(Cc3ccccc3)c3ccccc32)CO1 (stereo unspecified)	0.59	i
COc1ccc2[nH]cc(CCNC(=O)Cc3c(F)cccc3Cl)c2c1	-0.64	i
COc1ccc(C2CC(c3ccc4ccccc4c3)=NN2C(=O)CN2CCC(C(N)=O)CC2)cc1 (stereo unspecified)	-0.88	i
CC(Oc1ccc(Cl)cc1)C(=O)NCCCn1ccnc1 (stereo unspecified)	-1.1	i
O=C(Nc1cccc(Oc2ccc(C(=O)O)c(C(=O)O)c2)c1)c1ccc(-c2ccccc2)cc1	-2.4	i
CC12CCC(C(=O)Nc3cccc(Cl)c3)(C(Br)C1=O)C2(C)C (stereo unspecified)	0.35	i
Cc1ccccc1C(=O)Nc1c(C)[nH]c(=O)[nH]c1=O	-0.65	i
COc1ccc(NC(=O)CSc2nc(N)c(NC(=O)c3cccs3)c(=O)[nH]2)cc1	1.4	i
COC(=O)CN1C(=O)N/C(=C/c2cc(Cl)c(OC)c(OC)c2)C1=O	0.37	i
Cc1cccc(-n2ncc3c(NCc4ccc5c(c4)OCO5)ncnc32)c1	1.8	i
C#CCOCCOCCOCCNc1nc(N2CCN(C(=O)[C@H](CCC(=O)O)n3cc(C(N)Cc4ccc(O)cc4)nn3)CC2)nc(N2CCN(C(=O)[C@H](CCC(=O)O)n3cc(C(N)Cc4ccc(O)cc4)nn3)CC2)n1 (stereo partly specified)	0.31	i
CCN(c1cccc(C)c1)S(=O)(=O)c1ccc2c(c1)CCCN2C(C)=O	-2.4	i
Cc1c(C(=O)NCc2nnc(-c3ccccc3)o2)oc2c(F)cccc12	0.19	i
O=C(Nc1nnc(Cc2ccc([N+](=O)[O-])cc2)s1)c1ccc2c(c1)OCO2	0.38	i
CCOc1ccc(-c2nnn(CC(=O)NCc3ccc4c(c3)OCO4)n2)cc1	0.14	i
CCn1cc([N+](=O)[O-])c(C(=O)N2N=C(c3ccc4ccccc4c3)CC2c2ccccc2O)n1 (stereo unspecified)	-0.77	i
CCC1C(=O)N=C(SCC(=O)Nc2ccc(Br)cn2)NC1=O (stereo unspecified)	-0.12	i
